Screens: PubChem, Johns Hopkins Ion Channel Center
Kir21 block: Kir2.1 (mouse) channel inhibition; P35561; HEK293-Kir2.1, FluxOR thallium flux fluorescence; stronger effect = lower value; actives 0.85% (n = 310,000); B-score at 10 µM;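 active = fluorescence ratio B-score at or below minus 3 SD of library scores, with starting-brightness B-score within 2 SD, cut at about -4.2 in these data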;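 note: channel flux triggered by added potassium and thallium sulfate stimulus; B-score of peak minus minimum fluorescence over baseline after thallium stimulus; more negative B-score means stronger Kir2.1 block with less thallium influx; some compounds called inactive have numbers as strong as hits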
Target sequence (P35561 whole entry, looked up): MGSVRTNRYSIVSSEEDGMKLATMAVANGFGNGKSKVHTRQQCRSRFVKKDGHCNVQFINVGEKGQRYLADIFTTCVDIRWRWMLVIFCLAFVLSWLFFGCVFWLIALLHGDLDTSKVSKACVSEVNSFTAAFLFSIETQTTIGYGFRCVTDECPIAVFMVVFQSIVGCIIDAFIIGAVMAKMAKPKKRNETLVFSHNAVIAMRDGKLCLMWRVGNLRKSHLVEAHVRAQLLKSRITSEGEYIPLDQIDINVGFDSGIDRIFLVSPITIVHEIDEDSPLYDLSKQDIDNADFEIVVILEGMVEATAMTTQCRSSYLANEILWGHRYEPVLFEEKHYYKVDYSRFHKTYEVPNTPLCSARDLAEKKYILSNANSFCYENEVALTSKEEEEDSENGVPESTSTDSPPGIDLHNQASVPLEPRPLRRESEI
CHT block: human CHT choline transport inhibition | CHT-expressing cells, membrane potential dye, choline response; stronger effect = lower value | AID 488975 | actives 0.86% (n = 310,000) | B-score at 10 µM | Q9GZV3;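 active = B-score over 3 SD under the library average, and starting fluorescence ratio not unusually high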;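 note: choline stimulus applied at its EC90 after an EC20 pre-addition; B-score computed on integrated fluorescence ratio after choline addition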
Target sequence (Q9GZV3 whole entry, looked up): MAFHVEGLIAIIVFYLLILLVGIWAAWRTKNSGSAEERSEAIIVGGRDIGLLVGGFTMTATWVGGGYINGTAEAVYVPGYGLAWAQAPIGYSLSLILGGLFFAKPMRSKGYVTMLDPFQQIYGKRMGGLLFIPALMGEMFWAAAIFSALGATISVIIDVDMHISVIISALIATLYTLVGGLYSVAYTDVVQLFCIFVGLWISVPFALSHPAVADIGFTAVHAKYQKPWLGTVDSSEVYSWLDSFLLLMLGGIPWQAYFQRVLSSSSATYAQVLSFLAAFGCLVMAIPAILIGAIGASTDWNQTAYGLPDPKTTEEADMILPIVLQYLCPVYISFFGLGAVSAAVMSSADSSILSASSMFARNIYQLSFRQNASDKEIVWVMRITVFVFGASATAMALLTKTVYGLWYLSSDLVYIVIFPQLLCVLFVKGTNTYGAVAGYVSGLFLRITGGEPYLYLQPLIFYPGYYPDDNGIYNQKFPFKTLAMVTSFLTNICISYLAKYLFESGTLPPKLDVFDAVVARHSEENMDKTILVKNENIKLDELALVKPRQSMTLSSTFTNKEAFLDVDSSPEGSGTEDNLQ
An asterisk follows results filed as active; i = inactive; x = not tested or not shown. Rows are unselected. Share with any hit: about 1.6%.

cpd	smiles	Kir21 block	CHT block
1	COC(=O)c1ccc(CSc2ncnc3c2sc2nc(N4CCOCC4)c4c(c23)CCCC4)o1	-0.01	i
2	O=C(Nc1cccc(-c2cccc(F)c2)c1)C1CCN(CC2CCOC2)CC1 (stereo not given)	-1.3	i
3	C=CCN1C(=O)C2(OCCCO2)c2cc(Cl)ccc21	-0.13	i
4	O=C(c1ccco1)N1CCN(C(=O)c2ccc(COc3ccc(Cl)cc3Cl)o2)CC1	-0.24	-6.3*
5	CC(C)(C)C(=O)NC(C(N)=O)=C(Cl)Cl	3.1	i
6	O=C(NC1CCS(=O)(=O)C1)C12CC3CC(CC(C3)C1)C2 (stereo not given)	0.97	i
7	CC(C)c1c(C(=O)N/N=C/C2CC=CCC2)nnn1-c1nonc1N (stereo not given)	-1.9	i
8	O=C(Nc1ccccc1)Nc1nc(-c2ccc(F)c(F)c2)cs1	2.2	i
9	Cc1ccccc1N(CC(=O)NC1CCCCC1)C(=O)CNC(=O)c1cccs1	-0.57	i
10	O=C(CN1CCN(c2ccc(F)cc2)CC1)NCc1cccs1	0.7	i
11	CC(=O)Nc1ccc(S(=O)(=O)N(C)CC(=O)OC(C)C(=O)NC2CCCCC2)cc1 (stereo not given)	0.04	i
12	COc1ccccc1CNC(=O)CN(c1cccc([N+](=O)[O-])c1)S(C)(=O)=O	0.01	i
13	C=CCc1cccc2cc(C(=O)NC3CCCCC3)c(=O)oc12	1.7	i
14	CC1(C)CC(c2csc(N)n2)CCO1 (stereo not given)	-0.03	i
15	O=C(COC(=O)CC1CC2CCC1C2)NC(=O)NCc1ccco1 (stereo not given)	-0.03	i
16	CC(=O)C1=C(C)Nc2ncnn2C1c1ccc(Cl)cc1Cl (stereo not given)	-0.64	i
17	NS(=O)(=O)c1ccc(N=Cc2c(O)n(-c3nccs3)c(=O)c3ccccc23)cc1	-0.77	i
18	CCOC(=O)CNC(=O)CN1C(=O)CC(c2ccccc2)S(=O)(=O)c2ccccc21 (stereo not given)	-2	i
19	C/C(N)=C(/C#N)C(=O)COC(=O)C(NS(=O)(=O)c1ccc(Cl)cc1)C(C)O (stereo not given)	-1	i
20	COC(C(=O)Nc1ccccc1F)c1ccccc1 (stereo not given)	0.52	i
21	O=C(CN(c1ccccc1)S(=O)(=O)c1ccccc1)N/N=C/c1ccc(OC2CSC2)cc1	1	i
22	O=C(COc1ccc(S(=O)(=O)N2CCCC2)cc1Cl)NCc1cccnc1	0.7	i
23	O=C(NCc1ccccc1Cl)C1CCN(S(=O)(=O)N2CCCC2)CC1	2.2	i
24	CCOc1ccc(N(CC(=O)Nc2ccccc2OC)S(=O)(=O)c2ccccc2)cc1	-2	i
25	CCN(CC)CCNC(=S)Nc1ccc2nc3n(c(=O)c2c1)CCCCC3	-3.3	i
26	NS(=O)(=O)c1ccc(CNC(=O)/C=C/c2ccccc2)cc1	-1.2	i
27	Cc1ccc(NC(=O)CN2C(=O)CCSc3ccc(S(=O)(=O)N4CCCC4)cc32)cc1	0.04	i
28	COc1cc(S(=O)(=O)NC2CCSc3ccccc32)ccc1NC(C)=O (stereo not given)	0.29	i
29	Cc1ccc(-c2csc(NC(=O)/C=C/c3cccs3)n2)cc1C	0.67	i
30	Cc1nn(-c2ccccc2)c(C)c1/C=N/NC(=O)c1cc(-c2cccs2)[nH]n1	1.1	i
31	CO[C@@]1(NC(=O)Cc2cccs2)C(=O)N2C(C(=O)O)=C(COC(N)=O)CS[C@@H]21	0.06	i
32	CCOC(=O)c1sc2nc(CC(=O)OC)nc(NCC(=O)OC)c2c1C	1.2	i
33	COc1ccc(OCc2cc(C(=O)N(C)Cc3cc(C)no3)no2)c(Cl)c1	0.31	i
34	CCCCN1C(=O)c2ccc(C(=O)Nc3cccnc3)cc2C1=O	-0.2	i
35	COc1cc(C(=O)OCC(=O)N2CCN(C(C)=O)CC2)ccc1OCC(C)C	0.91	i
36	NC(=NC(=O)c1ccccc1)N1N=CCC1c1ccccc1 (stereo not given)	1.1	i
37	CC1(C)CC(=O)C(C=Nc2ccc(Cl)cn2)=C(O)C1	-0.14	i
38	O=C(NCCc1ccccc1)[C@@H]1CC=C[C@@H]2CCN(C3CCCCC3)C(=O)[C@@H]21	-1.6	i
39	Cc1ccc(NC(=O)CSc2nnc(-c3ccncc3)n2C)cc1S(=O)(=O)N1CCOCC1	-0.06	i
40	O=C(O)c1ccc2c(c1)N(Cc1ccc(F)cc1)C(=O)c1ccccc1S2	1.5	-5.2*
41	Cc1ccc(S(=O)(=O)N(C)CCCC(=O)N2CCOCC2)cc1	0.05	i
42	O=C1NC(c2ccccc2)=C(c2nc3ccccc3s2)C(c2ccc(F)cc2)N1 (stereo not given)	-0.07	i
43	COc1ccc(S(=O)(=O)N(C)C2CCN(C)CC2)cc1	0.13	i
44	O=C(Nc1ccc(F)cc1)N1CCN2C(=O)c3ccccc3C12c1ccccc1 (stereo not given)	-0.62	i
45	COc1ccc(S(=O)(=O)N(C)c2ccc(C(=O)N3CCCCC3)cc2)cc1	0.11	i
46	Cc1ccc(/C=C/c2nc3sc(C(=O)O)c(C)c3c(=O)[nH]2)cc1[N+](=O)[O-]	-1.2	i
47	Cc1ccc(/C=C/C(=O)O)cc1S(=O)(=O)Nc1ccc(C(=O)O)cc1	-1.7	i
48	CCCCN(CCCNC(=O)C1CCCN(S(=O)(=O)CC)C1)Cc1ccccc1 (stereo not given)	1.1	i
49	COc1cccc(/C=C2/SC(=S)N(CC(=O)NNC(=O)c3ccccc3OC)C2=O)c1	2	i
50	COc1cccc(C2N=C(c3ccccc3C)NO2)c1OC (stereo not given)	-0.01	i

Next part
cpd	smiles	Kir21 block	CHT block
51	Clc1cccc(Cl)c1Cn1c(-c2cccnc2Cl)nc2ccccc21	1.9	i
52	CCOc1ccc(NC(=O)C(NC(=O)C2CCC(C)CC2)C(C)C)cc1 (stereo not given)	0.8	i
53	CC(=O)NC(=S)Nc1sc2c(c1C(N)=O)CCC(C)C2 (stereo not given)	-0.09	i
54	COc1cc(C2C(C(=O)c3ccc(C)o3)=C(O)C(=O)N2CCc2ccccc2)ccc1O (stereo not given)	-0.91	i
55	COc1ccc(/C=N/NC(=O)c2cccc(NC(=O)c3ccccc3Cl)c2)c(OC)c1	-1	i
56	Brc1ccc2c(c1)C(c1cccnc1)=NNC(c1cccs1)=N2	1.4	i
57	Cn1cc(C(=O)OCC2CCN(CCNS(C)(=O)=O)CC2)c2ccccc21	-0.45	i
58	Cc1ccc(S(=O)(=O)c2c(C)nn(C(C)(C)C)c2OC(=O)C(C)(C)C)cc1	0	i
59	Cc1csc2nc(O)c(C(=O)NCCC3=CCCCC3)c(=O)n12	1.2	i
60	O=C(CCN1C(=O)C2C3C=CC(C3)C2C1=O)NCCN1CCCc2ccccc21 (stereo not given)	0.09	i
61	CCCNC(=O)c1ccc(CN2CCOCC2)cc1	0.9	i
62	Cn1ncc(Br)c1C(=O)NC1CCCC1	0.4	i
63	COc1ccc(-c2c(NC(=O)CC(C)C)n(C)c3ccccc3c2=O)cc1OC	1	i
64	COc1ccc(C(=O)CSc2nnc(-c3ccoc3C)n2CC2CCCO2)cc1 (stereo not given)	-0.03	i
65	NS(=O)(=O)c1ccc(CCNC2CC(=O)N(CCc3ccccc3)C2=O)cc1 (stereo not given)	x	i
66	Cc1ccc(NC(=O)CCC(=O)OCC(=O)c2ccc(Oc3ccc([N+](=O)[O-])cc3)cc2)c(C)c1	-0.06	i
67	COc1ccc(NC(=O)C2CCCN(S(=O)(=O)c3ccc4c(c3)CC(C)N4C(C)=O)C2)cc1 (stereo not given)	0.01	i
68	CCOC(=O)c1c(NC(=O)C2C3C=CC(C3)C2C(=O)O)sc2c1CCC(CC)C2 (stereo not given)	1.4	-5*
69	Cc1[nH]c(C(=O)O)c(C#N)c1C(=O)c1ccccc1	-0.44	i
70	CCOC(=O)N1CCN(C(=O)Cn2ncc3ccccc32)CC1	-0.4	i
71	CNC(=O)c1sccc1SCc1ccc(Cl)cc1Cl	-5.2*	i
72	O=c1[nH]c2cnccc2n1-c1ccccc1	-0.1	i
73	O=C(NCc1ccccc1)C(c1ccc(O)cc1)N(C(=O)c1cnccn1)c1ccccc1 (stereo not given)	0.51	i
74	COc1ccc(-c2cc(C(F)(F)F)nc(N3CCN(C)CC3)n2)cc1OC	-0.86	i
75	COc1cc(-c2cn(S(=O)(=O)c3cccc4nsnc34)nc2N)cc(OC)c1OC	-1.2	i
76	N#CC(C(N)=O)=C1CCCCC1	-0.07	i
77	C/C(=N\NC(=O)c1cccc(F)c1)c1cccc(NC(=O)c2ccc(F)cc2)c1	-0.8	i
78	O=[N+]([O-])c1cccc2cn[nH]c12	1	i
79	Cc1ccc[n+](C2C(c3ccc([N+](=O)[O-])cc3)C(C#N)=C([S-])NC2(O)C2CC2)c1 (stereo not given)	0.14	i
80	C=C(C)CN(CC)C(=O)CCc1nnc(CCCc2ccccc2)o1	-1.1	i
81	OC1C=CSc2nc3ccccc3n21 (stereo not given)	2	i
82	Cc1ccc2c(c1)nc(NCCO)n2C	-0.05	i
83	Cc1ccc(C)c(OCCC(=O)OCC(=O)N2CCN(S(=O)(=O)c3ccc(Cl)cc3)CC2)c1	-0.13	i
84	O=C(Nc1ccc(F)cc1)c1cc(-c2ccccc2)no1	1.9	i
85	Cc1ccc(C(=O)O)cc1NS(=O)(=O)c1ccc2c(c1)oc(=O)n2C	2	i
86	Cc1ccc(-n2ncc3c(=O)n(CC(=O)N4CCN(c5ccccc5F)CC4)cnc32)cc1C	2.5	i
87	CC(=O)N1CCN(CC(=O)Nc2ccccc2Sc2ccccc2)CC1	-1.4	i
88	Cn1c(SCC(=O)OC2CCCCC2)nnc1-c1ccc(S(=O)(=O)N2CCCC2)cc1	-0.24	i
89	Cc1ccc(S(C)(=O)=NC(=O)c2cc(C)on2)cc1 (stereo not given)	0.12	i
90	O=C(NCCCn1ccnc1)C1CCCN(S(=O)(=O)c2ccc(F)cc2)C1 (stereo not given)	-0.05	i
91	CCOc1ccc(CC(=O)NCC(=O)NCc2cc(=O)n(C)c(=O)n2C)cc1	-0.76	i
92	CCOC(=O)N1CCN(/C=C(\C#N)c2nc3ccccc3s2)CC1	-2.1	i
93	Cc1nc2ccccc2n1CCOc1ccc([N+](=O)[O-])cc1	-0.01	i
94	CCOC(=O)[C@H]1[C@H]2COc3ccc(Cl)cc3[C@@H]2N2C(=O)c3cc(Cl)ccc3NC(=O)[C@@]12C	x	i
95	Cc1ccc(C(=O)COC(=O)CN2C(=O)C3C4CC(C(Br)C4Br)C3C2=O)cc1 (stereo not given)	-0.08	i
96	COc1ccc(CCNC(=O)C(=O)NCCC2CCCCN2S(=O)(=O)c2ccccc2)cc1 (stereo not given)	-0.07	i
97	Cc1ccc(C(=O)NCCNC(=O)COc2ccc(C)c(C)c2)cn1	-1	i
98	CCOc1cc(C2NC(=S)NC(C)=C2C(=O)Nc2ccc(OC)cc2)ccc1O (stereo not given)	-0.54	i
99	COc1ccc([N+](=O)[O-])cc1NC(=O)CSCc1ccc(Br)cc1	-1.6	i
100	O=C(Nc1c(C(=O)Nc2ccc3c(c2)OCCO3)cnn1-c1ccccc1Cl)c1ccco1	0.46	i

Next compounds.
cpd	smiles	Kir21 block	CHT block
101	COc1ccc(NC(=O)CCc2c(C)nc3nc(C)nn3c2C)cc1	0.69	i
102	O=C(O)C1CCC(N2C(=O)C3C4CCC(C4)C3C2=O)CC1 (stereo not given)	-1.8	i
103	O=C(c1c(F)cccc1F)N1CCCC(c2nc(-c3cccs3)no2)C1 (stereo not given)	-0.64	i
104	O=C(Nc1ccc(F)c(Cl)c1)C1CCN(S(=O)(=O)c2cccnc2)CC1	1.1	-5.5*
105	CC(=O)Nc1ccc(S(=O)(=O)NCCc2cc3ccc(C)c(C)c3[nH]c2=O)cc1	-0.23	i
106	CCn1cc(C(=O)OCC(=O)Nc2cccc(S(=O)(=O)N3CCOCC3)c2)c(=O)c2ccc(C)nc21	0.09	i
107	C=CCn1c(=N)n(CC(O)COc2ccc(OC)cc2)c2ccccc21 (stereo not given)	-4	i
108	CCc1cccc(NC(=O)c2cnn(-c3ccccc3)c2C)c1	-0.13	i
109	CN(C)c1nc(C(=O)NN)nc(N(C)C)n1	1	i
110	Cc1cc(NC(=O)c2cnn3c(C(F)F)cc(C4CC4)nc23)no1	0.84	i
111	CCC(C)[C@H](NC(=O)OC(C)(C)C)C(=O)N/N=C/c1ccc2cc(OC)ccc2n1 (stereo not given in full)	-0.16	i
112	O=C(C1CCN(S(=O)(=O)c2cccc3cccnc23)CC1)N1CCn2c1nc1ccccc12	-0.06	i
113	Cc1cc2ccccn2c1C(=O)c1cccc(F)c1	-2.5	i
